V1R ag counter: activates human V1a receptor in oxytocin agonist counter-screen; 0.25% of 320,000 active; P37288; AID 2797; CHO-V1R cells, Fluo-8 calcium fluorescence, agonist mode; 0% DMSO, 100% 3 nM vasopressin; activation, % at 3 µM;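 active = activation above the mean activation of all tested compounds plus 3 SD, per screening run, cut at about 20% in these data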;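 also: signal is peak over basal fluorescence ratio across a 100 second FLIPR read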
OXTR ag: human OXTR agonism | P30559 | CHO-OTR cells, Fluo-8 calcium fluorescence; normalized: DMSO 0%, oxytocin 100% | activation, % at 3 µM | 0.32% of 320,000 active | AID 2435;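 active = activation above the mean of all tested compounds plus 3 SD, cutoff set per screening run, cut at about 20% in these data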;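 also: peak over basal fluorescence ratio from a 100 s FLIPR kinetic read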
Target sequence (P30559 whole entry, looked up): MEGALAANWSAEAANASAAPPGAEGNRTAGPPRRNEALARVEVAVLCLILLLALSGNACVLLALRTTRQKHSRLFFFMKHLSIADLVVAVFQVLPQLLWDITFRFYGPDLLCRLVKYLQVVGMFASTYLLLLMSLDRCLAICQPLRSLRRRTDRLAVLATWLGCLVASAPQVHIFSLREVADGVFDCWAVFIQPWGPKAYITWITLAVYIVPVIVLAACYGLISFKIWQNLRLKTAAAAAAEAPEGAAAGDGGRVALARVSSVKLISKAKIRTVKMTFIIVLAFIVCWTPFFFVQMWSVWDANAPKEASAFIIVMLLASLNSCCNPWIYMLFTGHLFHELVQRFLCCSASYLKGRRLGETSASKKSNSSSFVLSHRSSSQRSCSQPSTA
GalR3 antag: blocks the human galanin receptor 3. inhibition, % at 3 µM. AID 651719. HEK293 GalR3-CNG cAMP membrane potential fluorescence; galR3 body fused to GalR1 C-terminus. 0.44% of 360,000 active. O60755;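 active = inhibition above the screen-wide average plus 3 SD, cut at about 13% in these data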;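 also: forskolin and galanin both at EC90 stimulate the cells; cAMP rise reported by CNG channel membrane potential dye signal; 0% = forskolin plus galanin with DMSO and 100% = forskolin alone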
MEKK3 PB1 HTS: raises or lowers MEK5 binding to the human MEKK3 PB1 domain; 1.4% of 290,000 active; Q99759; AID 1529; bead-based flow cytometry, Alexa488-MEK5 binding to MEKK3; actives lie on both sides; 0 = blocked by unlabeled MEK5, 100 = vehicle; binding response (% of control), % at 10 µM;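 active = binding response more than 3 SD above or below the average of its plate-row segment, actives on both sides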;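 also: Alexa488 bead fluorescence after subtracting the streptavidin-only scavenger bead signal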
PHOSPHO1 block: PHOSPHO1 (human) inhibition; 1.1% of 290,000 active; AID 1565; Q8TCT1; recombinant PHOSPHO1, absorbance phosphatase assay; inhibition, % at 13.3 µM; in the data active = inhibition above about 60%
Target sequence (Q8TCT1 whole entry, looked up): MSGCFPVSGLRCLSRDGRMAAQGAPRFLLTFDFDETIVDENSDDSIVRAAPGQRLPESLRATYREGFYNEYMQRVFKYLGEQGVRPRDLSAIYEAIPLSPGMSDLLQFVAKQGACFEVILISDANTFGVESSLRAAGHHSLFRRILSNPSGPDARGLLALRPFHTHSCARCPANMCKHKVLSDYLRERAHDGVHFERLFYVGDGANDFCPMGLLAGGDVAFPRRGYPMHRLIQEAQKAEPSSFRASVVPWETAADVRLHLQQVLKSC
GPR7 antagonist: human neuropeptides B/W receptor 1 antagonism. P48145. GPR7-expressing cells, fluorescence antagonist assay. inhibition, % at 4.4 µM. 1.1% of 290,000 active; in the data active = inhibition above about 16%, passing the limit was not always enough;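 also: cells stimulated with the agonist NPW; 0% = agonist with vehicle and 100% = vehicle without agonist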
Target sequence (P48145 whole entry, looked up): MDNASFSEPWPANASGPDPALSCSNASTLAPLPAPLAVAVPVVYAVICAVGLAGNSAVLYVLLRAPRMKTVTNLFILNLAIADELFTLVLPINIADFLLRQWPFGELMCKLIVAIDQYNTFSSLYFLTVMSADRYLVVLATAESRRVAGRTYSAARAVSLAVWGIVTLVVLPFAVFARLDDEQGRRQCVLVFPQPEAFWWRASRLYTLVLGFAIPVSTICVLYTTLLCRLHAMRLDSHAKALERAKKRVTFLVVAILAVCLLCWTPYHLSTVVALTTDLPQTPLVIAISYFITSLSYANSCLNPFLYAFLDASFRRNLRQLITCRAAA
MEKK2mut PB1 HTS: signal of MEK5 binding to mutant human MEKK2 PB1 domain. bead flow cytometry, Alexa488-MEK5 binding to MEKK2 mutant. percent response, % at 10 µM. 0.35% of 290,000 active; in the data active = percent response above about 24%, passing the limit was not always enough; also: inactives centre near 1; some results filed as inactive read as strong as hits; reference of the scale not given here
NALP1 yeast inh: inhibitors of NALP1 inflammasome in yeast | S. cerevisiae NALP1/ASC/caspase-1 growth, X-gal OD620, 72 h | inhibition, % at 10 µM | 0.61% of 280,000 active; in the data active = inhibition mostly above about 24%, no sharp cut-off; inactive = mostly below about 32%; also: some compounds called inactive have numbers as strong as hits
MEKK2wt PB1 HTS: raises or lowers MEK5 binding to wildtype human MEKK2 PB1 domain. bead flow cytometry, Alexa488-MEK5 binding to MEKK2 WT; actives lie on both sides. Q9Y2U5. 1.1% of 290,000 active. binding response (% of control), % at 10 µM; in the data active = binding response below about 67% or above about 130%
* marks the source's active call; other numbers are inactive results; nt = no result given. Compounds as they come; overall some 5.4% were active at least once.

SMILES	V1R ag counter	OXTR ag	GalR3 antag	MEKK3 PB1 HTS	PHOSPHO1 block	GPR7 antagonist	MEKK2mut PB1 HTS	NALP1 yeast inh	MEKK2wt PB1 HTS
Cc1cc(C(=O)N/N=C/c2ccc(OCc3ccccc3)cc2)c(C)o1	-0.4	-2.0	-4	102	4	-4	-2	-6	102
CCN1C(=O)CC(c2ccc(OC(C)C)cc2)C1=O (configuration not stated)	0.2	0.1	1	103	33	5	-2	32	104
COc1ccc(-n2nc(C(=O)NCC(=O)NC3CCCCCC3)c3ccccc3c2=O)cc1OC	6.1	0.8	-7	99	28	-5	-6	-1	99
Cc1ccc(NC(=S)NCCc2c[nH]c3ccccc23)c(C)c1	3.3	0.9	-3	94	21	2	-4	25	90
COc1cc(Br)cc(CNc2ccc(F)c([N+](=O)[O-])c2)c1O	2.2	0.0	-4	102	-31	-6	1	6	103
COc1ccc(-c2cc(C(=O)N3CCCC3)no2)cc1OC	-0.5	-0.7	-6	105	2	-13	2	13	103
CC(C)(C)NC(=O)NC(=O)COC(=O)Cn1cnc2ccccc2c1=O	0.5	0.3	-6	108	7	-8	5	-25	98
COc1ccc(C(=O)NC(C)c2ccc(-n3ccnc3)cc2)cc1[N+](=O)[O-] (configuration not stated)	4.8	5.3	-2	101	14	-14	4	24	104
CCN(C(=O)COc1ncnc2sccc12)c1ccccc1	1.1	-0.7	0	104	-26	-10	-2	15	98
CC[N+]1(CC)CC2=Cc3c(ccc4ccccc34)CC2C1 (configuration not stated)	-0.6	0.4	-6	105	15	-17	12	46	112
CCc1ccc(C2CC(=O)N(c3cccc(F)c3)C3=C2C(=O)OC3)cc1 (configuration not stated)	-0.9	-1.4	-4	92	24	1	-14	1	86
O=C(Nc1ccccc1)NC1CCS(=O)(=O)C1 (configuration not stated)	0.8	-0.4	-2	93	3	-8	0	-11	112
COc1ccc(N(CC(=O)NC2CCCC2)C(=O)CCC(=O)Nc2cc(C)on2)cc1	0.4	6.0	-6	101	14	-10	1	-2	95
Cc1ccc(NC2SC(=O)N(CC(=O)O)C2=O)cc1 (configuration not stated)	-0.3	0.4	-6	107	-14	-9	5	7	108
CC1CCC(C(=O)NC(C(=O)NCCN2CCC(C)CC2)C(C)C)CC1 (configuration not stated)	nt	nt	4	96	-8	-13	-1	13	98
N#C/C(=C\c1ccc(-c2ccc(C(=O)O)cc2)o1)c1nc2ccccc2[nH]1	nt	nt	-4	92	17	-6	-9	15	85
Cc1ccc(/C=C/C(=O)N2CCN(S(=O)(=O)c3ccc(C)c(C)c3)CC2)o1	-0.7	-1.5	-3	101	-6	-1	-1	34	100
Cc1cc(N=Cc2cc(Br)ccc2O)no1	0.5	-0.2	-8	101	46	-6	-1	20	104
O=C(NC(Cc1ccccc1)C(=O)O)OCc1ccccc1 (configuration not stated)	2.2	-0.2	2	99	3	6	0	3	102
CC(=O)c1ccc(OCC(O)CN2CCN(S(=O)(=O)c3cccc(Br)c3)CC2)cc1 (configuration not stated)	9.1	6.9	-11	103	26	8	6	10	104

Quoted at random: three compounds from above
SMILES	V1R ag counter	OXTR ag	GalR3 antag	MEKK3 PB1 HTS	PHOSPHO1 block	GPR7 antagonist	MEKK2mut PB1 HTS	NALP1 yeast inh	MEKK2wt PB1 HTS
Cc1cc(N=Cc2cc(Br)ccc2O)no1	0.5	-0.2	-8	101	46	-6	-1	20	104
O=C(NC(Cc1ccccc1)C(=O)O)OCc1ccccc1 (configuration not stated)	2.2	-0.2	2	99	3	6	0	3	102
COc1ccc(N(CC(=O)NC2CCCC2)C(=O)CCC(=O)Nc2cc(C)on2)cc1	0.4	6.0	-6	101	14	-10	1	-2	95

(cont.)
SMILES	V1R ag counter	OXTR ag	GalR3 antag	MEKK3 PB1 HTS	PHOSPHO1 block	GPR7 antagonist	MEKK2mut PB1 HTS	NALP1 yeast inh	MEKK2wt PB1 HTS
CCOc1ccc(C(=O)NC(=S)NCCCN2CCOCC2)cc1	-0.3	-0.4	-1	99	36	-17	2	-3	102
Cc1c(O)nc(SCC(=O)Nc2ccc3c4c(cccc24)CC3)n(-c2ccc(F)cc2)c1=O	0.0	-1.9	-1	101	-13	2	-2	10	103
CCOC(=O)c1sc(-c2ccc(F)cc2)cc1NC(=O)Nc1ccccc1OC	0.6	0.0	1	105	-4	-8	9	27	118
CCOC(=O)C1(C)C=C(Nc2ccc(O)cc2)C(=O)N1c1ccc(O)cc1 (configuration not stated)	0.4	0.3	-2	93	-2	-6	-2	22	90
CSCc1cc(N2CCOCC2)nc(SCc2ccc(Cl)cc2Cl)n1	0.7	0.3	-1	nt	35	-12	nt	10	nt
Cc1[nH]ccc(=O)c1OCc1c(Cl)cccc1Cl	0.2	0.2	-2	99	2	-5	-1	32	93
COc1cc(NS(=O)(=O)c2ccc(N=Cc3c(C)[nH]n(-c4ccccc4)c3=O)cc2)nc(OC)n1	-0.3	-0.2	-12	107	21	4	6	36	104
CCN(C(=O)Cc1c(C(=O)O)n(CC)c2ccccc12)c1ccccc1C	0.4	0.6	-8	110	nt	-8	7	-3	111
O=C(CN1C(=O)c2ccccc2C1=O)NCc1ccccn1	1.0	-0.3	-4	nt	7	-11	nt	5	nt
CC(=O)Nc1ccc(S(=O)(=O)N[C@@H](C)C(=O)OCc2cc([N+](=O)[O-])cc3c2OCOC3)cc1	-0.7	-0.6	8	84	33	-14	-27	nt	80
CCOC(=O)C1CCN(C(=O)c2cccnc2Oc2ccccc2)CC1	1.8	0.7	-2	89	32	-10	-23	nt	89
CCOC(=O)C1(Cc2ccccc2C)CCCN(C(=O)c2cc(C3CC3)[nH]n2)C1 (configuration not stated)	1.3	-0.8	5	100	46	-14	4	5	99
CC1CC(C)CN(CC(C)(C)NS(=O)(=O)c2ccc(Cl)cc2)C1 (configuration not stated)	-1.3	-2.0	-5	106	6	4	4	13	109
Cc1cccc(OCC(O)Cn2c(-n3nc(C)cc3C)nc3c2c(=O)[nH]c(=O)n3C)c1 (configuration not stated)	0.5	-0.9	5	89	18	-13	-8	4	92
CS(=O)(=O)N1CCC(C(=O)Nc2ccc(Cl)c(Cl)c2)CC1	7.4	8.5	-2	91	5	25	-45	-5	93
COc1ccc2ncc(OC(C)=O)cc2c1	0.0	-0.6	1	101	-17	1	0	6	103
CC(C)(C)C1CCC(C(=O)OCC(=O)c2ccc[nH]2)CC1 (configuration not stated)	0.7	-1.8	-10	103	14	-13	-1	41	98
O=C(COc1ccc(F)cc1)N/N=C/c1cccc2cccnc12	1.8	-0.4	0	100	35	1	6	6	102
CCc1nnc(NC(=O)c2cc3ccccc3oc2=O)s1	1.8	1.0	-3	109	-17	15	3	34	103
Cc1nn(-c2cccc(C(=O)O)c2)c(C)c1[N+](=O)[O-]	0.1	0.5	-6	100	30	-4	-9	-14	93
CC1CCN(c2nc(-c3ccc(F)cc3)cc(C(F)(F)F)n2)CC1	-0.7	-0.7	-5	101	41	-5	0	20	102
CCN(C(=O)c1ccc2c(=O)n3c(nc2c1)CCCCC3)c1cc(OC)ccc1OC	-0.6	-1.6	-7	101	65*	0	-5	18	100
CNS(=O)(=O)c1cccc(C(=O)OCC(=O)/C=C2/N(C)c3ccccc3C2(C)C)c1	6.4	8.0	-7	131*	-5	-7	1	1	108
Cc1ccc(-c2nnn(CCC(=O)Nc3ccc4c(c3)OCO4)n2)cc1	5.9	9.2	-1	98	7	2	1	-2	95
COc1ccc(N(CC(=O)Nc2cccnc2)S(=O)(=O)c2ccccc2)cc1OC	0.1	0.7	-8	101	19	-11	5	0	102
COC(=O)COc1ccc(C2NC(=O)NC(c3ccccc3)=C2C(C)=O)cc1OC (configuration not stated)	-0.1	0.4	-3	101	4	-16	3	8	102
O=C(NC(=S)Nn1cnc2c(cnn2-c2ccccc2)c1=O)c1ccc(Oc2ccccc2)cc1	0.8	1.0	-2	103	-4	-13	-1	21	99
CCC(C)Nc1nc(N)c([N+](=O)[O-])c(N2CCCCCC2)n1 (configuration not stated)	-0.9	-2.3	-10	102	16	-11	5	13	104
CC(C)Cc1nc(C(N)=O)c2[nH]c(=O)n(-c3ccc(F)cc3)c2n1	1.4	0.1	3	nt	-4	-10	nt	-6	nt
COc1ccccc1-c1ccc(=O)n(CC(=O)NC(C)(C)C)n1	0.2	0.2	-5	102	6	-6	11	16	101
CCN(CC)C(=O)Cn1cnc2sc(C(=O)Nc3cc(OC)c(OC)c(OC)c3)c(C)c2c1=O	1.1	0.4	-2	99	14	-2	1	3	97
COc1ccc(CN(C)CCc2ccccn2)c(OC)c1OC	0.5	0.4	-1	105	7	-8	9	-18	106
CC(=O)Oc1ccc2c(=O)oc(-c3ccccc3)nc2c1	0.7	1.5	-9	109	36	-16	14	21	112
Cc1cc(C)c(C)c(OCC(O)CN2CCN(c3ccccn3)CC2)c1 (configuration not stated)	1.9	0.6	-4	103	30	-14	-1	36	105
CCc1ccc(C(=O)N/N=C/c2ccc(Cl)cc2Cl)nc1	-0.1	-2.3	nt	105	-18	2	-2	12	104
COc1cccc(N2CCN(C(=O)C3CCCN(S(=O)(=O)c4ccc5c(c4)oc(=O)n5C)C3)CC2)c1 (configuration not stated)	9.3	6.0	-12	98	48	3	-7	17	99
O=C(CN(C(=O)CCC(=O)Nc1nccs1)c1ccccc1F)NCc1ccccc1	0.0	0.4	-3	100	32	-7	-1	-2	98
CN1CCN(S(=O)(=O)c2ccc(Oc3ccc(F)c(Cl)c3)nc2)CC1	2.1	3.1	-5	97	38	-19	-6	9	100
Cc1cccc(NC(=O)Cn2c(=O)oc3ccccc32)c1	0.1	0.2	-2	nt	-2	-8	nt	5	nt
CC(=O)Nc1ccc(NC(=O)CSc2nnc(-c3ccco3)n2Cc2ccco2)cc1	-0.9	-0.6	-3	90	20	-10	-4	10	96
O=S(=O)(Nc1nc2ccccc2nc1Cl)c1ccccc1C(F)(F)F	1.1	0.9	-9	100	18	-9	1	12	102
COc1cccc(-c2cc(C(F)(F)F)n3ncc(S(=O)(=O)c4ccccc4)c3n2)c1	0.4	0.3	-5	94	33	-12	1	14	94
O=C(NCc1cccc(Cl)c1)NC(=O)c1csc([N+](=O)[O-])c1	0.2	-0.7	4	104	22	-12	9	nt	105
Cc1c(NC(=O)C2CCCCN2S(=O)(=O)c2ccc(Cl)cc2)c(=O)n(-c2ccccc2)n1C (configuration not stated)	0.0	0.9	5	99	6	-11	4	34	95
O=C(NCCCO)C(=O)NCCc1ccc(Cl)cc1	1.9	1.4	-1	100	11	4	-1	12	105
COc1cc(-c2onc3ccc(Br)cc23)cc(OC)c1OC	-0.3	-2.7	-10	103	49	-5	-7	0	86
CCN1/C(=C2/SC(=S)N(NC(C)=O)C2=O)Sc2ccc(OC)cc21	1.1	-1.6	-9	102	8	0	-1	9	95
O=C(CNc1ccc2c(c1)OCO2)N/N=C\c1cn(Cc2ccc(F)cc2)c2ccccc12	nt	nt	nt	103	16	0	0	19	103
NC1=NC[C@H](Cc2ccccc2)N1CCc1cccc(F)c1	-0.9	0.5	-2	99	39	nt	3	nt	101
CC1C=CCC2C(=O)N(c3cccc(C(=O)Nc4ccc(F)cc4)c3)C(=O)C12 (configuration not stated)	1.8	2.1	-1	93	31	-7	-8	9	91
COc1cccc2cc(-c3cn4cccc(C)c4n3)c(=O)oc12	-0.2	-0.1	-2	97	nt	-11	-1	nt	97
CC(C)(C)OC(=O)NCCCCCc1nnc(SCC(N)=O)o1	0.3	0.5	0	96	14	-11	0	-3	100

Bioassay records as filed in PubChem BioAssay.
